# DAX1 inh-1: inhibitors of DAX1 repression of SF-1 activated StAR promoter; inhibition, % at 6.8 µM; AID 652010; hit rate 1.1% among 370,000; HEK293T StAR-luciferase reporter, SF-1/DAX-1 repression relief;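 active means inhibition above the mean over all tested compounds plus 3 SD, cut at about 3.6% in these data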;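 further: 0% = DAX-1 cells with DMSO and 100% = cells lacking DAX-1 with DMSO; higher inhibition means more luminescence from relief of DAX-1 repression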
# NPR1 activator: GC-A (human) enzyme activation; P16066; HEK293 GC-A cells, cGMP TR-FRET, EC30 ANP; 0% at EC30 ANP, 100% saturating ANP; activation, % at 10 µM; hit rate 0.14% among 370,000; AID 1671463; in the data active means activation above about 40%
# hcDAF-12 act: H. contortus DAF-12 activation, primary screen | HEK293 hcDAF-12 lit1-tk-luc reporter, luminescence; 0% DMSO, 100% Δ7-dafachronic acid | hit rate 1.4% among 370,000 | activation, % at 6.8 µM | AID 652067;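 active means activation above the mean of all tested compounds plus 3 SD, cut at about 5.5% in these data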;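 further: 100% = response to 3 µM Δ7-dafachronic acid high control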
# proKLK7 act: activators of human kallikrein-7 zymogen. hit rate 0.9% among 370,000. AID 652039. purified proKLK7, EDANS-DABCYL substrate fluorescence; 100% is mature enzyme control, 0% vehicle. activation, % at 7 µM. P49862;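 active means activation above the mean of all tested compounds plus 3 SD, computed per campaign excluding outliers beyond control limits, cut at about 13% in these data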
# sPLA2-III inh: Inhibits HGIII-sPLA2 liposome hydrolysis, primary screen. Q9NZ20. QFRET BODIPY PC-A2 liposome hydrolysis, fluorescence. inhibition, % at 12.2 µM. hit rate 0.56% among 370,000. AID 743126;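 active means inhibition above mean plus 3 SD of compounds lying within the high and low control bounds, cut at about 19% in these data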;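 further: 0% = median of test compound wells and 100% = no enzyme DMSO wells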
# FXN GAA850 act: activators of GAA850 frataxin (FXN) promoter; HEK293 lucGAA850 FXN promoter luciferase reporter, 24 h; percent of 10 µM SAHA response; activation, % at 6 µM; hit rate 0.56% among 360,000; AID 540364;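 active means activation above the average of all compounds screened plus 3 SD, cutoff fixed separately per campaign, cut at about 7.5% in these data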;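 further: 0% = DMSO wells and 100% = 10 µM SAHA wells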
# DAX1 inh-2: NR0B1 (DAX1) inhibition | P51843 | HEK293 Gal4-DAX1 luciferase reporter, luminescence | AID 504766 | hit rate 0.99% among 340,000 | inhibition, % at 6.75 µM;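 active means inhibition above the mean over all tested compounds plus 3 SD, cut at about 4.2% in these data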;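 further: 0% = DAX1-transfected cells with DMSO and 100% = empty-vector control cells with DMSO; inhibition shows as a rise in luminescence from relieved DAX1 repression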
# ssDAF12 agonist: activators of S. stercoralis DAF-12 nuclear receptor | hit rate 1% among 370,000 | activation, % at 6.8 µM | HEK293 ssDAF-12/GRIP1 lit1-tk-luc reporter, luminescence; % of 3 µM dafachronic acid response;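 active means activation above the mean over all tested compounds plus 3 SD, cut at about 0.9% in these data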;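 further: 0% = DMSO-only wells and 100% = 3 µM delta7-dafachronic acid wells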
# hgDAF-12 ag: activates the H. glycines DAF-12 receptor ligand-binding domain | activation, % at 6.8 µM | hit rate 1.8% among 370,000 | AID 687014 | HEK293 GAL4-hgDAF12 UAS-luciferase reporter, agonist luminescence; normalized to butyrate control;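 active means activation above a cutoff set at the mean of all screened compounds plus 3 SD, cut at about 10% in these data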;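 further: 0% = DMSO wells and 100% = sodium butyrate wells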
# SMARCA2 act: increases SMARCA2 function in MMTV reporter cells | MG213 cells, MMTV-luciferase reporter, dexamethasone, overnight | activation, % at 9.1 µM | hit rate 1% among 370,000; in the data active means activation above about 7.8%;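 further: 0% = vehicle wells and 100% = reference activator wells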
# NPR2 activator: GC-B (human) receptor activation | P20594 | HEK293-GC-B cells, CNP EC30, cGMP TR-FRET; 0% at EC30 CNP, 100% saturating CNP | activation, % at 10 µM | hit rate 0.11% among 370,000;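 active means activation at 10 µM reaching about 35% in either raw or pattern-adjusted values, limit read from the data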
# Target sequence (P20594 whole entry, looked up): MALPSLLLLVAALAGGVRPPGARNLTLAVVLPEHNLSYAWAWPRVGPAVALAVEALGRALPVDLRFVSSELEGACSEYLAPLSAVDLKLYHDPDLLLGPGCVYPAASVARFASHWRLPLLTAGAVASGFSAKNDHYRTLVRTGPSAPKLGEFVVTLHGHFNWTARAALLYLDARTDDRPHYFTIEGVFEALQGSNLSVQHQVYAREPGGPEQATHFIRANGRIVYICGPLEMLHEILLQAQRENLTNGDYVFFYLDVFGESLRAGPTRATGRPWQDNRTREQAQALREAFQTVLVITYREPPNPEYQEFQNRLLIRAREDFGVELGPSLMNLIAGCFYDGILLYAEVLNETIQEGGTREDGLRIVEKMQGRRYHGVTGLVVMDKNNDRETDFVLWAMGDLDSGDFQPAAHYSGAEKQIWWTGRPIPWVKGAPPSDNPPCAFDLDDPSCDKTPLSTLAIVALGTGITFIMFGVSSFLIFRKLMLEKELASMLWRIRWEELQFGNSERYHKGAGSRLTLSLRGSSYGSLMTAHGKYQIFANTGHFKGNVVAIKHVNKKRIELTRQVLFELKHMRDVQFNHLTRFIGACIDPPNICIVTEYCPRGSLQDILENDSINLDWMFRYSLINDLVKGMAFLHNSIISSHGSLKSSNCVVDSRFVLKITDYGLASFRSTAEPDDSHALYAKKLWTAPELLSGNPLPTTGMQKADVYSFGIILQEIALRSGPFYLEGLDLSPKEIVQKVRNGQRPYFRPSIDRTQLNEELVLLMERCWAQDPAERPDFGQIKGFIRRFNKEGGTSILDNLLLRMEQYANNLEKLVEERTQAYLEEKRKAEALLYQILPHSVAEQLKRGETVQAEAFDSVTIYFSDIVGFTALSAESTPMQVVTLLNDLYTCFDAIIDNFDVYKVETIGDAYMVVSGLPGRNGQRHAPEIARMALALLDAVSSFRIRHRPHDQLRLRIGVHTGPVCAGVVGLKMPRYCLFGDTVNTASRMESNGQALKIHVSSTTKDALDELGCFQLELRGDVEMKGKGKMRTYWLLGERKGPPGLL
# The depositor's hits bear a star; . = not tested or not shown.
# Fields: DAX1 inh-1, NPR1 activator, hcDAF-12 act, proKLK7 act, sPLA2-III inh, FXN GAA850 act, DAX1 inh-2, ssDAF12 agonist, hgDAF-12 ag, SMARCA2 act, NPR2 activator
> COCCN(C(=O)CSc1nnc(Nc2ccccc2F)s1)c1c(N)n(Cc2ccccc2)c(=O)[nH]c1=O
 : 0.3, -2, 0.3, 0.2, 6, 2.0, -0.3, -1.2, 0.9, 4, -3
> CC(C)NC(NC(=O)/C=C/c1ccccc1)C(Cl)(Cl)Cl (stereo not given)
 : -0.5, -1, 0.5, 0.0, -6, 2.2, -1.2, -2.2, 2.3, -3, -4
> CCOc1ccc(-c2nc3n(c(=O)c2C#N)CCCS3)cc1
 : -1.0, 1, -2.8, 3.5, -8, -0.7, 1.4, -0.8, -2.4, 0, 2
> COCc1nn2c(N)c(-c3ccccc3)cnc2c1-c1ccccc1
 : 1.1, -2, 1.5, -1.2, 2, 7.0, 2.3, -0.8, 9.8, 2, -10
> CCOC(=O)N1CCC(NC(=O)C(C)n2c3ccccc3c3cnn(C)c(=O)c32)CC1 (stereo not given)
 : -0.2, -7, 1.5, 0.6, -2, 0.0, 2.6, -1.2, -0.5, 0, 0
> CCc1nc2ccc(C(=O)N(C)CCCN(C)C)cn2c1N(CC)CCOC
 : 0.5, 1, 0.4, 0.1, 6, 0.0, ., -0.9, -0.4, -2, 5
> Cc1ccc(CNC(=O)c2cc(-c3ccccc3)n(Cc3cc(C)no3)n2)cc1
 : -0.2, 3, -0.5, -0.1, -2, 1.3, -0.8, -0.9, -1.9, 0, 2
> COC(=O)C(CO)Nc1ncnc2onc(-c3ccc(F)cc3)c12 (stereo not given)
 : 0.0, 0, -2.4, -0.1, 5, -0.2, -0.7, -0.9, 1.1, -2, 1
> CCOC(=O)C1CCN(CCC(=O)Nc2cc(C)ccc2C)CC1
 : 0.0, 2, 0.7, 0.1, 4, -0.7, 1.5, -1.0, -1.1, -3, 5
> CCNC(=O)NC(=O)C(C)OC(=O)c1oc2ccc(OCC)cc2c1C (stereo not given)
 : -0.5, 2, -1.7, -0.8, -2, 0.6, 0.4, -1.1, 0.0, 3, 8
> COCCN(CCOC)c1nc(-c2ccc(Cl)cc2)nc2ccccc12
 : -0.4, -25, 0.6, -0.8, 2, 0.2, -2.1, -1.6, -0.3, -2, -10
> CC(c1ccco1)N(C(=O)c1ccc(F)cc1)c1ccccn1 (stereo not given)
 : 0.3, 3, -1.9, 0.3, 6, 1.0, -0.2, -1.8, -2.8, 0, -3
> COc1ccccc1/C(C)=N/NC(=S)NCc1ccccc1
 : -0.4, 1, -0.7, 0.1, 16, 2.4, 0.0, -1.3, -1.5, -4, 2
> COc1ccc(/C=N/NC2=NCCCCC2)c(OC)c1
 : -0.8, 5, 0.9, 11, 3, -0.7, 0.4, -0.7, 2.7, -1, 2
> O=C(O)/C=C/C(=O)NNc1ncnc2ccccc12
 : 0.3, -4, 1.1, 0.1, 3, 5.8, 1.5, 0.0, 1.3, 4, 3
> CC(=O)Nc1cccc(NC(=O)c2cc(-c3cccnc3)nc3ccc(Br)cc23)c1
 : -3.3, 34, -0.7, -11, -24, -10, -1.6, -1.8, -4.5, 1, 12
> CN1CCN(C(=O)c2ccc(F)c(F)c2)CC1
 : 0.5, 2, -1.7, -0.1, 2, -0.2, -0.8, -0.9, -1.5, -1, 2
> CCCN(CC(=O)Nc1ccccc1C)C(=O)C1CC(=O)N(c2ccc(C)cc2)C1 (stereo not given)
 : -1.1, 0, -0.8, 0.1, -3, 0.5, 0.6, -0.9, -2.4, -2, 2
> Cc1cc(C(F)(F)F)c(C#N)c(Sc2ccccc2)n1
 : -0.2, 0, 0.5, 0.2, -1, 1.5, -0.9, -1.1, -1.2, -4, 6
> CCCCN(C)C(=O)c1nc2ccccn2c1CN(C)Cc1csc(C)n1
 : -1.1, -1, -1.0, -0.2, -1, 2.4, 2.0, -1.5, -3.5, -2, -1
> CCCCNC(=O)c1cn(C)c2ccc(S(=O)(=O)N3CCCC3)cc2c1=O
 : -0.1, 2, -0.1, 0.2, 2, 0.4, 0.4, -1.2, -1.4, -2, -3
> CN(Cc1ccccc1)C(=O)C1CCN(S(=O)(=O)c2ccc(-n3cnnn3)cc2)CC1
 : -0.1, 1, -2.0, 0.5, -5, 0.1, -1.6, -1.4, -0.7, -4, 0
> O=C(N/N=C\c1cn[nH]c1-c1ccccc1)c1ccc([N+](=O)[O-])cc1
 : -0.5, 3, -1.6, -0.7, -3, 0.0, -0.2, -1.4, -0.9, 6, 2
> COc1ccc(OCCn2cnc(Cl)c2Cl)cc1
 : 0.5, 0, -1.4, -0.1, -10, 2.0, -1.4, -1.2, 0.0, -1, -5
> COc1cc(C(c2sc3nc(C)nn3c2O)N2CCOCC2)cc(OC)c1OC (stereo not given)
 : -0.4, 1, -0.2, -0.1, 1, -1.9, 0.0, -1.3, -0.6, -2, -3
> Cc1cc(NC(=O)CSc2nnc3ccccn23)no1
 : -0.1, -7, -0.4, 0.3, -4, 0.3, -0.8, -1.3, -3.6, -1, 2
> COc1ccc(N2CCN(C(=O)c3c(Cl)cnn3C)CC2)cc1
 : -1.9, 0, -1.3, 0.4, 7, 2.2, 0.2, -1.1, -2.7, -3, 5
> O=C(COc1ccccc1)N1CCc2ccccc21
 : 1.4, 2, 8.5*, 0.4, -4, 4.2, 0.7, -0.7, 14*, 0, -3
> O=C(NS(=O)(=O)Oc1ccccc1F)OC[C@@H]1CCCN2CCCCC12 (stereo not given in full)
 : 0.0, 1, 2.3, -0.2, 15, 2.2, -1.2, -1.0, 4.5, -5, 7
> O=C(NC1CCS(=O)(=O)C1)c1ccc(S(=O)(=O)N2CCCC2)cc1 (stereo not given)
 : 0.3, 4, -0.6, 0.3, 2, 3.4, 0.5, -0.2, 3.9, 0, 1
> Cc1cccc(NC(=O)CSc2cccc[n+]2[O-])c1C
 : -2.1, 1, -0.3, -1.0, 2, 0.3, 0.0, -0.7, -1.1, -1, -5
> O=C(O)CNC(=O)C(Cc1ccccc1)NC(=O)OCc1ccccc1 (stereo not given)
 : 0.7, 5, 0.2, -0.6, 4, 0.9, 0.1, -1.1, -1.0, -2, 3
> CCOC(=O)C1=C(O)CSC1=Nc1cccc(Cl)c1
 : 0.1, -1, -0.9, -0.2, -20, 4.4, 0.4, -1.6, -1.5, 0, 0
> COc1cc(/C=N\NC(=O)CNC(=O)C2COc3ccccc3O2)ccc1O (stereo not given)
 : 0.0, 1, -2.3, -6.7, 4, 1.9, 0.0, -1.3, 0.1, -2, 1
> CCCCNC(=S)N=Nc1c(O)[nH]c2ccccc12
 : 0.2, 1, -0.5, 0.6, 16, -2.3, -0.5, -1.6, 4.8, -1, -7
> CCOc1ccc(N(CC(=O)Nc2ccccc2OCC)S(=O)(=O)c2c(C)noc2C)cc1
 : 13*, 4, 0.6, 0.5, -18, -1.5, 0.1, -0.3, 1.0, -4, 1
> O=C(NCc1ccc(C(=O)NC2CCCC2)cc1)c1cccc(Br)c1
 : -0.3, -4, -1.7, 0.9, 2, ., ., 0.5, -1.6, 4, -6
> CC(=O)c1ccc(NC(=S)NC(=O)CC(C)C)cc1
 : 1.1, 2, 0.6, 0.1, 3, 2.9, 3.3, -1.1, 6.1, 0, 1
> COc1ccccc1N1CCN(/N=C/C(Cl)=C/c2ccccc2)CC1
 : 0.6, 1, 2.0, 0.9, 0, 3.8, 5.0*, -0.5, 7.7, 6, 2
> Cc1c(C(=O)N2CCOCC2)[nH]c2c1C(=O)CC(c1ccccc1Cl)C2 (stereo not given)
 : -1.8, 2, 1.1, -0.7, -2, -5.3, -1.7, -1.2, 2.0, -3, -6
> CNC[C@@H]1OCc2ccccc2-c2c(n(C)c3ccccc23)C(=O)N([C@H](C)CO)C[C@H]1C
 : 0.1, 3, -1.5, 0.1, -11, -0.5, 0.2, -1.5, 1.4, -1, 3
> COC(=O)c1[nH]c2ccc(C)cc2c1NC(=O)CN1CCc2cc(OC)c(OC)cc2C1
 : -0.9, 3, -2.2, -0.8, -18, -1.1, -1.1, -1.9, -2.5, 1, 5
> Fc1ccc(-c2nnc(CN3CCN(c4ncc(C(F)(F)F)cc4Cl)CC3)o2)cc1
 : -1.1, 0, -2.3, -0.2, 4, -0.9, 0.3, -1.3, -2.7, -3, -1
> CCCOC1CCCN(C(=O)c2cc(COc3ccc(-n4cncn4)cc3)on2)C1 (stereo not given)
 : -2.5, 2, -1.2, 0.8, -9, 0.3, 0.0, -1.1, 0.4, -2, 2
> COc1cccc(OCc2cc(C(=O)N3CCNC(=O)C3Cc3ccccc3)no2)c1 (stereo not given)
 : 4.2*, -1, -0.9, 0.5, -5, 2.6, 0.8, -0.8, 5.5, 2, 5
> O=C1C=C(/C=C/c2ccccc2)C[C@@H](c2ccc(F)cc2)C1
 : -0.5, 2, -2.0, 0.0, -2, 2.3, 0.5, -1.6, 1.1, 4, 2
> Cc1cc(C)cc(Oc2coc3cc(O)ccc3c2=O)c1
 : -0.1, 6, -1.4, 2.9, -12, 1.8, -2.3, -1.2, 0.0, 0, 5
> C=CC(=O)Nc1cccc(Oc2cc(Cl)nc3[nH]ccc23)c1
 : -0.5, -2, -1.2, 0.2, -33, -5.6, -1.4, -1.7, -4.5, -3, 2
> CC(=O)c1cccc(NC(=O)CC2Oc3ccc(C)cc3NC2=O)c1 (stereo not given)
 : -0.9, -2, -2.2, -0.1, -4, -0.8, 3.1, -0.6, 5.0, -3, -7
> Cn1c(CNC(=O)CNS(=O)(=O)c2ccc(F)cc2F)cc(=O)n(C)c1=O
 : 1.4, -1, -2.0, -0.8, 7, -0.5, 0.9, -1.4, 2.1, -5, -2
> CC(C)CNC(=O)COC(=O)c1cc(S(=O)(=O)N2CCCCC2)ccc1N1CCOCC1
 : 0.0, -4, -2.4, -1.1, -1, 0.6, 1.4, -0.5, -0.9, 1, 0
> CC(=O)c1ccc(CCCCCCCCCC(=O)O)s1
 : -0.1, 6, 1.0, -0.2, 0, 0.1, 0.1, -0.6, 0.0, -7, -5
> COc1ccc(C(=O)Nc2ccc(Cl)cn2)cc1Cl
 : 1.2, 4, 2.0, 0.7, 7, 5.3, 0.8, -1.4, 7.2, 7, -4
> CN1OC[C@@H]2CN[C@H](c3cccc(Oc4ccccc4)c3)C[C@@H]21
 : 1.2, 0, -1.3, 0.1, 10, 1.0, -0.3, -1.0, 0.1, -3, -2
> O=C(Nc1c2c(nn1-c1ccccc1)CS(=O)C2)c1ccc(S(=O)(=O)N2CCOCC2)cc1 (stereo not given)
 : 0.0, 4, -1.0, -0.4, -1, 1.8, 0.0, -1.6, -2.5, 0, 1
> CCNC(=O)n1cc(-n2cncn2)c(-c2ccc(Cl)cc2)n1
 : -0.4, 1, -0.5, 0.4, 8, 2.1, 0.1, -1.0, -0.3, 0, 3
> COc1ccc(C)cc1NC(=O)c1cc(-c2ccccc2)nc2c1cnn2C(C)C
 : 0.2, 7, -0.4, -1.5, 11, 2.2, 0.2, -1.5, -0.6, -5, 5
> Cc1nc2ccccc2n1CCc1nc2c3ccccc3nc(=S)n2[nH]1
 : 0.2, 0, -0.8, 0.3, 7, -1.2, -0.4, -1.2, -1.5, -3, -5

# Source: PubChem
